HTR5A ag ctr = HTR5A agonism, opioid heterodimer counter-screen; P47898; HTR5A agonist assay, luminescence, cell-based; activation, % at 9.3 µM; 340,000 compounds, 0.61% hits; AID 504692; in the data active = activation mostly above about 9.5%, no sharp cut-off; inactive = mostly below about 7.6%;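 also: 0% = cells with vehicle only and 100% = reference agonist; strong numbers were not always called active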
Target sequence (P47898 whole entry, looked up): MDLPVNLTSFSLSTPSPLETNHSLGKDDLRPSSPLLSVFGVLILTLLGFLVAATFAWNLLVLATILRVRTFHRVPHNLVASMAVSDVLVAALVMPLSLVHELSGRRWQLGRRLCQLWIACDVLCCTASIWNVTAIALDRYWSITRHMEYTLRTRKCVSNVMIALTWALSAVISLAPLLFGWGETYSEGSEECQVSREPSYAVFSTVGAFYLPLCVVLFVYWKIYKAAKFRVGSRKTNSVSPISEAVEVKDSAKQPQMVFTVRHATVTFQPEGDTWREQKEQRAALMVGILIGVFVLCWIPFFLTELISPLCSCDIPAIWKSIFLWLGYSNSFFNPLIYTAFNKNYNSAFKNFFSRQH
PKA-R2B act = activators of human PKA-R2B complex; 340,000 compounds, 0.079% hits; PKA-R2B holoenzyme dissociation, Cy5-IP20 fluorescence polarization; R2B truncated from residue 108, S112A mutant; 0% DMSO only, 100% 113 µM cGMP; P22694+P31323; activation, % at 11.4 µM;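 active = activation above a cutoff set at the mean over all compounds plus 3 SD, cut at about 18% in these data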;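 also: higher means more holoenzyme dissociation and a rise in polarization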
HTR5A inv ag = inverse agonist of human HTR5A in OPRM1-OPRD1 counter-screen | inhibition, % at 9.3 µM | AID 504634 | HTR5A cell line, luminescence, inverse agonism | 340,000 compounds, 0.083% hits | P47898; in the data active = inhibition mostly above about 23%, no sharp cut-off; inactive = mostly below about 18%;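 also: 0% = cells with DMSO and 100% = no-cell wells with DMSO; some compounds called inactive have numbers as strong as hits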
DAGLB inh = blocks human DAGLB lipase activity. HEK293T DAGLB membrane lysate, EnzChek fluorogenic substrate. inhibition, % at 5.17 µM. Q8NCG7. 340,000 compounds, 0.059% hits; in the data active = inhibition above about 34%;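 also: 0% = enzyme with vehicle and 100% = wells lacking enzyme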
Tat export inh = inhibitors of E. coli Tat protein transport. inhibition, % at 10 µM. AID 488895. 340,000 compounds, 0.036% hits. E. coli MC4100 TorA-mCherry Tat export, fluorescence;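 active = mean replicate inhibition at least 50% and at least half of replicates individually reaching 50%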;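 also: exported cargo escapes ClpAP degradation while cytoplasmic cargo is degraded and loses fluorescence; 0% = median of neutral control wells and 100% = median of NaSCN control wells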
AddAB inh = less growth of phage-infected E. coli with AddAB. E. coli expressing H. pylori AddAB, absorbance growth. inhibition, % at 11.9 µM. 330,000 compounds, 0.29% hits; in the data active = inhibition above about 12%;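 also: 0% = vehicle wells of infected cells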
E coli growth = bacterial growth inhibition, counter-screen for AddAB inhibitors. E. coli V3065 growth, OD600 absorbance, 18 h. inhibition, % at 11.9 µM. 330,000 compounds, 0.27% hits. AID 449728;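 active = inhibition above the campaign's mean inhibition across all tested compounds plus 3 SD, cut at about 9.9% in these data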;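 also: uninfected addAB+ strain grown without phage in ampicillin broth; 0% = DMSO wells and 100% = ciprofloxacin 0.95 µg/ml wells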
PKA-R1A act = activates the PKA-R1A holoenzyme complex | P00514+P68181 | activation, % at 11.4 µM | 340,000 compounds, 0.083% hits | PKA-R1A dissociation, Cy5-IP20 fluorescence polarization; scaled: DMSO 0%, 113 µM cGMP 100% | AID 504707;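 active = percent activation above the mean of all tested compounds plus 3 SD, cut at about 19% in these data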;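 also: higher means more PKAc released from R1A so a rise in polarization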
CDK5 p35 inh = blocks human CDK5/p35 kinase activity; Q00535+Q15078; Recombinant CDK5/p35, ADP-Glo luminescence, 60 min; inhibition, % at 10 µM; 330,000 compounds, 0.01% hits;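 active = highest replicate inhibition of at least 50% and at least 75% of replicates reaching 50%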;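 also: plate controls were DMSO neutral control for no effect and GW8510 at 10 µM for full effect; many of its hits are not listed in these tables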
Target sequence (Q00535 whole entry, looked up): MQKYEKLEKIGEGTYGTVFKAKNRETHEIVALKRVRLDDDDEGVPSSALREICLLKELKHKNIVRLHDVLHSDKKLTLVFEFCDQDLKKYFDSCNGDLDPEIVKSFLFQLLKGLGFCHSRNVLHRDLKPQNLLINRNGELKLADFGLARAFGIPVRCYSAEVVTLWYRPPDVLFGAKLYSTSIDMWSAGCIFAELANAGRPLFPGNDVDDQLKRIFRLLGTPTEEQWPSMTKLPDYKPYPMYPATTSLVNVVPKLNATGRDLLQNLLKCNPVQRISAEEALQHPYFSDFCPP
Target sequence (Q15078 whole entry, looked up): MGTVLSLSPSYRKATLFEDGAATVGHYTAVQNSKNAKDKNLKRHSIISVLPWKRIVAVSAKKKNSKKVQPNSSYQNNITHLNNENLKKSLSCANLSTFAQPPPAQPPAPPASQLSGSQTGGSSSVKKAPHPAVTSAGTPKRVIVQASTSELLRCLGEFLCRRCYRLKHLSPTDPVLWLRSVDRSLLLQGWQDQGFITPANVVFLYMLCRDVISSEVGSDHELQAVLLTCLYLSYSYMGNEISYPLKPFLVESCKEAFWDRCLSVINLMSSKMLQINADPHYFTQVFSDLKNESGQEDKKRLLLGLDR
phage Ecoli inh = E. coli growth loss with phage present; AID 651602; growth absorbance; 360,000 compounds, 0.26% hits; inhibition, % at 11.9 µM; in the data active = inhibition above about 11%
SUMO Mot1 rescue = inhibitors of SUMOylation pathway: yeast Mot1-301 growth rescue. growth rescue, % at 18.8 µM. 320,000 compounds, 1% hits. S. cerevisiae Mot1-301 growth rescue, ATP luminescence, 38.5C; percent above DMSO median, 100 means doubled;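 active = every valid replicate shows activation above 250% relative to neutral control wells; inactive = the rest, any valid replicate at or below 250%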;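 also: OY570 slx delta 5 strain wells were the positive control but not used for scaling; some compounds called inactive have numbers as strong as hits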
Starred values were filed as active, the others as inactive; . = not tested or not shown. Compounds were not picked by outcome (roughly 2.3% active in at least one column).

Structure	HTR5A ag ctr	PKA-R2B act	HTR5A inv ag	DAGLB inh	Tat export inh	AddAB inh	E coli growth	PKA-R1A act	CDK5 p35 inh	phage Ecoli inh	SUMO Mot1 rescue
O=C1N(Cc2cccnc2)C[C@@H]2C[C@@H](c3ccc4nonc4c3)N3CCC[C@@]123	-4.6	3.2	13.8	-2.0	-2.8	-3.1	-2.5	3.7	-0.1	5.5	20.3
COc1ccc(/C=N/NC(=O)Nc2nonc2N)cc1	-2.7	-5.2	8.1	-1.2	-2.0	-0.7	-1.6	-19.9	-1.9	1.7	6.8
Cc1ccccc1NC(=O)c1cc2c(=O)n3cccc(C)c3nc2s1	4.2	-0.5	-12.0	-1.5	-2.4	3.7	-0.3	-0.3	-2.3	3.0	18.9
OC(CNCCN1CCNCC1)Cc1ccccc1 (stereo unspecified)	2.9	1.5	-11.4	-1.6	-8.1	.	.	12.3	-1.2	0.6	.
CC(=O)Nn1cnc2c(c1=O)C1(CCCC1)Cc1ccccc1-2	4.0	-3.7	-14.0	0.6	2.4	-3.6	-1.4	-5.6	-0.1	1.7	-16.1
O=c1nc2sc3ccccc3n2c(=O)n1-c1cccc(Cl)c1	-4.4	-0.1	15.6	0.9	-10.0	4.1	3.1	-12.4	-0.5	.	-9.1
CCOC(=O)C1(CCCc2ccccc2)CCN(C(=O)C2=C(C)OCCO2)CC1	-1.4	-0.5	3.3	-2.5	-6.7	.	.	4.6	-3.2	4.0	.
CCOC(=O)c1c(N)sc2c1CCSC2	6.5	1.1	-2.0	1.1	-1.5	2.4	1.6	-3.7	-0.1	2.6	3.1
Fc1ccc(/C=N/N2CCN(Cc3ccccc3)CC2)cc1	-2.5	-7.0	28.1	-6.0	-11.5	1.2	-1.9	-6.1	-0.6	2.4	-9.6
O=C(c1cc(S(=O)(=O)N2CCOCC2)ccc1Cl)N1CCc2ccccc2C1	-0.3	1.5	1.1	0.6	1.7	1.2	1.5	12.7	-1.1	2.0	-1.9
COc1ccc(NC(=S)NC(NC(=O)c2ccc(Cl)cc2Cl)C(Cl)(Cl)Cl)c([N+](=O)[O-])c1 (stereo unspecified)	-0.1	-0.3	18.4	0.3	-5.6	-0.1	-0.1	2.4	3.8	3.0	-1.8
CC(=O)Nc1ccc(S(=O)(=O)Nc2ccc(S(=O)(=O)Nc3nc(C)cc(C)n3)cc2)cc1	-1.3	-4.8	3.4	0.4	-3.2	3.8	-0.8	5.1	0.3	2.0	-3.6
O=C(CSc1nnc(-c2cccnc2)n1Cc1ccco1)Nc1cccc(O)c1	-2.6	-9.1	-4.7	-2.7	1.5	3.7	1.3	-10.5	-0.1	1.7	-32.9
CCN1CCN(c2oc(COc3ccc(Cl)cc3)nc2C#N)CC1	5.2	-3.1	1.3	1.8	-8.2	-1.0	0.2	2.5	1.1	0.8	-13.5
O=c1[nH]c(NC2CCN(S(=O)(=O)c3ccccc3C(F)(F)F)CC2)nc2c1CCCC2	5.1	-9.2	-22.4	-10.4	2.8	.	.	4.5	-1.2	1.1	.
Clc1ccc(-c2nnc3sc(Cc4cccs4)nn23)c(Cl)c1	1.1	-4.5	-6.2	-0.4	7.8	5.7	0.2	-0.5	-1.3	1.7	-24.1
O=C(COC(=O)CNS(=O)(=O)c1ccc(F)c(F)c1F)Nc1ccc(OC(F)F)cc1	6.7	5.5	-17.8	-1.5	-2.6	2.8	-0.2	-7.8	0.6	4.3	-12.6
CCOc1ccc(C(C)NC(=O)c2cccc(F)c2)cc1 (stereo unspecified)	0.3	4.2	-1.0	-0.1	-4.5	0.0	1.0	-8.5	2.3	1.5	-18.4
O=C(NCCc1ccccc1)C1CCN(S(=O)(=O)N2CCCC2)CC1	10.0	0.7	-25.8	-2.3	2.4	1.8	-2.9	-2.3	-1.4	-0.6	37.0
Cc1csc(NC(=O)CCCC(=O)c2ccccc2)n1	0.3	-22.9	-1.0	-0.9	3.1	-0.4	-0.9	-6.0	-4.6	0.7	5.5
c1ccc(-n2cccc2)c(N2CCCCC2)c1	.	.	.	.	-3.8	-0.3	1.7	.	-0.7	1.6	0.0
CC(=O)c1cc(-c2ccccc2)[nH]c1N1CCCC1	-0.8	-9.7	-22.1	-1.3	-0.3	1.6	0.3	1.5	-0.9	2.6	-3.7
COc1ccc(NS(=O)(=O)c2ccc3c(c2)CCC(=O)N3)cc1O	0.6	-0.4	-21.3	2.7	10.6	.	.	0.3	-3.0	3.3	.
CCOc1cccc(C(=O)NNC(=O)CCC(=O)O)c1	1.5	-5.2	30.1	0.5	-6.6	3.0	1.2	-6.8	-0.1	2.3	6.6
CCC(=O)N1CCc2cc(Br)cc(S(=O)(=O)CCC(=O)N(CC)CC)c21	5.4	-5.6	-37.3	4.2	-4.4	2.0	0.1	-10.9	-0.6	-1.6	12.2
O=C(O)/C(=C\c1ccc(C(F)(F)F)cc1)c1ccc(S(=O)(=O)N2CCCC2)s1	1.5	-1.2	-0.8	0.1	-0.1	-0.9	-4.5	1.8	-0.3	5.6	-5.1
O=C(NCCS(=O)(=O)N1CCN(c2ccccc2)CC1)C1CCCC1	5.6	9.3	-15.5	0.8	-10.0	-1.2	-0.7	-6.2	-1.4	2.8	-9.4
CC(C)CCN1CC(C(=O)N2CCN(c3ccc(F)cc3)CC2)CC1=O (stereo unspecified)	-4.3	2.4	-25.2	-0.6	0.7	-0.1	2.1	0.4	0.5	2.5	7.5
CCCSc1nc(O)c(C2OC(=O)c3c2ccc(OC)c3OC)c(=O)n1C (stereo unspecified)	-7.0	-0.6	-23.2	2.1	1.2	3.0	1.1	3.4	-1.7	3.1	0.4
COc1ccc(C(=O)Nc2ccccc2N2CCN(C(=O)c3ccccc3)CC2)cc1Br	2.5	-6.7	-21.7	-3.0	7.8	0.1	-1.0	-2.8	0.3	-0.4	-10.7
O=C(O)c1ccccc1SCC(=O)N1CCOCC1	-1.4	-2.4	3.5	-2.7	0.2	1.5	3.0	-3.8	0.1	6.9	9.4
COc1ccc(C(CNC(=O)c2cc3ccccc3cc2OC)N2CCCC2)cc1 (stereo unspecified)	0.2	6.6	-0.5	3.2	21.3	2.6	1.4	-2.5	-4.5	2.0	.
O=C(COC(=O)C1CC2CCCC(C1)C2=O)NC(=O)c1ccccc1 (stereo unspecified)	-3.6	-7.8	9.3	-0.5	11.4	3.1	-1.2	-10.2	-0.8	5.6	-7.8
N/C(=N\OC(=O)c1cccc(Cl)c1)c1cccnc1	-1.4	2.4	2.1	-4.0	-1.5	-0.2	1.1	6.8	2.8	2.0	-8.9
COc1ccc(CCNC(=O)COC(=O)C23CC4CC(CC(Br)(C4)C2)C3)cc1	1.5	-8.3	-5.4	-3.6	-2.9	-1.1	-1.3	-4.6	-2.2	3.9	9.1
Cc1cccc(OCC(=O)OCC(=O)N2CCN(C(=O)c3ccco3)CC2)c1C	8.0	-8.0	-19.3	-0.2	-1.1	1.7	1.8	11.8	-0.8	1.1	-19.1
CC(C)=C1C2CCC1C1C(=O)N(NC(=O)COc3ccc(C(C)(C)C)cc3)C(=O)C21 (stereo unspecified)	-2.0	-2.5	7.0	-4.2	4.7	-2.4	-1.3	-9.5	-0.3	4.4	56.6
CCCCNC(=O)Cn1nc([N+](=O)[O-])c([N+](=O)[O-])c1C	-4.1	-4.3	15.1	-0.3	-3.0	2.2	1.2	0.3	1.0	2.4	14.0
CC(C)(CN1CCc2ccccc2C1)NS(=O)(=O)c1ccc(Cl)cc1	-4.3	-13.4	11.8	-0.7	5.0	0.7	3.0	-3.0	-3.7	-1.2	91.4
O=S(=O)(Nc1cccc(S(=O)(=O)N2CCCC2)c1)c1cccs1	-3.1	-0.9	12.3	-0.5	-0.5	1.9	1.1	3.2	-0.6	3.7	-7.2
COc1ccccc1/C=N/NC(=O)CC(=O)NCc1ccccc1	-0.1	-6.7	1.4	-0.6	-5.0	-1.5	-1.5	-9.0	-0.6	3.6	6.9
Cc1cc(C)n(C(C)CC(=O)Nc2ccc3c(c2)OCCO3)n1 (stereo unspecified)	5.1	-3.8	12.1	1.8	-3.7	4.7	-0.5	-11.8	0.7	-0.6	-24.3
CC1CCCCC12NC(=O)N(CC(=O)OCC(=O)N(C)C1CCCCC1)C2=O (stereo unspecified)	-4.1	3.1	10.2	-1.6	-6.3	0.3	0.2	13.0	-0.8	-1.4	5.4
Cc1cc(C)c(C#N)c(SCC(=O)CC(=O)OC(C)C)n1	-0.7	1.2	2.1	-1.5	1.6	3.0	2.7	4.4	-0.1	0.6	-4.2
O=C(Cn1c2[n+](c3ccc(C(F)(F)F)cc31)CCCCC2)Nc1ccc(Br)cc1	.	3.3	.	-1.2	-8.0	2.4	0.9	-10.9	-1.4	.	-12.3
CC(=O)NC(=S)Nc1ccccc1C(=O)NC1CCCCC1	-4.1	1.3	15.1	1.0	-4.6	3.5	1.2	-4.0	-1.7	1.6	-8.7
COCc1nnc(NC(=O)C2CC(=O)N(CCc3ccc(F)cc3)C2)s1 (stereo unspecified)	-0.7	-0.8	1.9	-1.5	4.2	4.2	-0.1	-12.4	-0.5	2.6	110.9
Cc1nc2sc3c(c2c(=O)n1/N=C/c1ccco1)CCCC3	-3.9	-1.1	-27.9	-1.1	-3.0	-1.1	1.7	-2.8	-0.2	0.9	0.4

Bioassay records from PubChem BioAssay.
